Screening data (PubChem BioAssay)
GLP-1R inv ag – qHTS of GLP-1 Receptor Inverse Agonists (Inhibition Mode); AID 624417, 2012; Glucagon-like peptide 1 receptor (Homo sapiens), P43220; 410,000 compounds, 1.6% hits; Potency, µM (series often up to 38.3 µM), inactives show at the highest dose activity change, negative = inhibition, usual class: inhibitors; HEK293 GLP-1R CRE-luciferase, luminescence, 24 h; GLP-1R form is constitutively active; note: potency is the fitted concentration of half-maximal effect; % is set by controls: 0 for no effect and ±100 for the full control effect; nearly all actives have a fitted effect of over 55% in size
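GLP-1R inverse agonism mode: basal reporter luminescence in engineered HEK293 cells measured after one day of compound exposure at 37 deg C, with a 12 min room-temperature detection step.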
Abeta rescue – qHTS for compounds that reverse cellular toxicity of Amyloid beta (A-beta) peptide in yeast: Primary Screen | yeast expressing A-beta42, growth rescue, OD600, 48 h; response scale: 0% DMSO, 100% iron-clioquinol control | Potency, µM (doses to about 46.1 µM), inactives show at the highest dose growth rescue, usual class: activators | 410,000 compounds, 0.063% hits; note: potency is the fitted concentration of half-maximal effect; nearly all actives have a fitted effect of over 55% in size
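Yeast growth medium received pinned compounds, then yeast cells expressing toxic A-beta were added; plates incubated at 30 C for 48 hr. Growth read as absorbance at 600 nm, normalized to DMSO and equimolar FeCl3 plus clioquinol controls.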
aSyn rescue – qHTS of alpha-syn Inhibitors; Yeast expressing alpha-synuclein, growth rescue, BacTiter-Glo, 24 h; Potency, µM (series often up to 46.1 µM), inactives show top-dose growth rescue (activation), most hits filed as activators; 370,000 compounds, 0.14% hits; note: potency is the fitted concentration of half-maximal effect; % of control where 0% means no effect; nearly all actives have a fitted effect of over 65% in size
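Readout is rescue of growth in alpha-synuclein-expressing yeast, so inhibitors of toxicity appear as activators. Growth after 24 hr at 30 deg C in galactose medium is quantified by luminescence.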
GLP1R ag – qHTS of GLP-1 Receptor Agonists. Glucagon-like peptide 1 receptor (Homo sapiens), P43220. HEK293 GLP-1R CRE-luciferase, luminescence, 4-6 h; cells express a hypersensitive GLP-1R form. Potency, µM (doses to about 45.6 µM), inactives show at the top dose activation, usual class: activators. 380,000 compounds, 0.007% hits; note: potency is the fitted concentration of half-maximal effect; % of control where 0% means no effect
TDP-43 yeast inh – qHTS of TDP-43 Inhibitors; TDP-43 expressing yeast growth rescue, BacTiter-Glo, 24 h; Potency, µM (titrated, usually from 46.1 µM), for inactives: top-dose growth rescue (activation), actives largely listed as activators; 410,000 compounds, 1.8% hits; note: potency is the fitted concentration of half-maximal effect; % of control where 0% means no effect; nearly all actives have a fitted effect of over 50% in size
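Luminescence from BacTiter-Glo reports growth of TDP-43-expressing yeast after 24 hr at 30 deg C with compound. Cells were raffinose-pregrown to mid-log, then seeded in galactose medium at OD600=0.02.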
Akt phos inh – HTS Assay for Inhibitors of Akt Phophorylation: Primary Screen; 360,000 compounds, 0.32% hits; Neuro2A IGF-stimulated pAkt S473 HTRF, 20 min; hits give low values; activity change, % for hits at 50 µM; AID 651550, 2012; in the data active = activity change below about -80%; inconclusive = mostly about -51% to -80%; note: % is set by controls: 0 for no effect and ±100 for the full control effect
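Neuro2A cells (4,500/well, DMEM with 0.5% FBS) were treated with compound at a single 50 µM final concentration, stimulated with 6 nM IGF for 20 min at 37 °C, and lysed. Phospho-Akt Ser473 was read by HTRF as 665/615 ratio ×10^4.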
PTHR1 agonist – qHTS for PTHR1 Agonists: Primary Screen | 410,000 compounds, 0.075% hits | Potency, µM (doses to about 115 µM), inactives show at the top dose activation, hits mostly activators | HEK293 GP2 PTHR1 cells, GloSensor cAMP luminescence, 1 h | AID 743266, 2014; note: potency is the fitted concentration of half-maximal effect; nearly all actives have a fitted effect of over 55% in size; some results filed as inactive show a strong effect at the top dose; inactives centre near -15; many of its hits are not listed in these tables
Target sequence (Q03431 whole entry, looked up): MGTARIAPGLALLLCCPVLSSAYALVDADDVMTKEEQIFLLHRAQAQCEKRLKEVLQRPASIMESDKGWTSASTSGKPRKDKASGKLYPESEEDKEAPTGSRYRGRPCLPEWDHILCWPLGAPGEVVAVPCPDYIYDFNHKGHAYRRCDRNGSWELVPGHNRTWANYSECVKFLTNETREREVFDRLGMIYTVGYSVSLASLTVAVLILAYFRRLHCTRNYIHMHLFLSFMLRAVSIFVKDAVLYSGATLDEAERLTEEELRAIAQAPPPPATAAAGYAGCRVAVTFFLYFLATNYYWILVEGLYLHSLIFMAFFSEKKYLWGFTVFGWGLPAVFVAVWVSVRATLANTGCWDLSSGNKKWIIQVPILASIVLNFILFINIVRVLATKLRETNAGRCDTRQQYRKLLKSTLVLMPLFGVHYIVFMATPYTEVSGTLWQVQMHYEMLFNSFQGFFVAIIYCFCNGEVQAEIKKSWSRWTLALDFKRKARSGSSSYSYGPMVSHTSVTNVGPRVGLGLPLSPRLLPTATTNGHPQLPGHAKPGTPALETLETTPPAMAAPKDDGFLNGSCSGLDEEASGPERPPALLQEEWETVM
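HEK-293-derived GP2 cells expressing PTHR1 and a GloSensor cAMP reporter, 3,000/well, plated overnight, given luciferin plus IBMX (each 0.5 mM as added) for 1 h at 37 °C, then compound for 1 h at 37 °C. Luminescence was read after 15 min at room temperature.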
FUS yeast rescue – qHTS for Suppressors of FUS Proteinopathy: Primary screen using FUS-linked yeast assay; Potency, µM (doses to about 76.6 µM), for inactives: at the highest dose growth rescue (activation), most hits filed as activators; S. cerevisiae FUS-expressing, growth rescue, OD600, 24 h; 390,000 compounds, 0.24% hits; AID 1347120, 2019;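 note: potency is the fitted concentration of half-maximal effect; plate controls were DMSO vehicle for no effect and reference control for full effect; nearly all actives have a fitted effect of over 55% in size; some results filed as inactive show a strong effect at the top dose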
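Yeast expressing FUS under galactose induction, OD 0.005 in 2% galactose medium; compounds in a dilution series, 24 h at 30C. Growth rescue by absorbance at 600 nm; CP55940 positive control, DMSO negative.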
DRD3 antagonist – qHTS of D3 Dopamine Receptor Antagonist: qHTS; D3R cells, DiscoveRx beta-arrestin luminescence, antagonist mode; hits give low values; 360,000 compounds, 2.5% hits; max response, negative = inhibition, %; AID 652054, 2013; in the data active = max response below about -50%; inconclusive = no clear call, values can overlap the other calls; note: % is set by controls: 0 for no effect and ±100 for the full control effect; mostly tested at two doses, the higher about 12 µM
Target sequence (P35462 whole entry, looked up): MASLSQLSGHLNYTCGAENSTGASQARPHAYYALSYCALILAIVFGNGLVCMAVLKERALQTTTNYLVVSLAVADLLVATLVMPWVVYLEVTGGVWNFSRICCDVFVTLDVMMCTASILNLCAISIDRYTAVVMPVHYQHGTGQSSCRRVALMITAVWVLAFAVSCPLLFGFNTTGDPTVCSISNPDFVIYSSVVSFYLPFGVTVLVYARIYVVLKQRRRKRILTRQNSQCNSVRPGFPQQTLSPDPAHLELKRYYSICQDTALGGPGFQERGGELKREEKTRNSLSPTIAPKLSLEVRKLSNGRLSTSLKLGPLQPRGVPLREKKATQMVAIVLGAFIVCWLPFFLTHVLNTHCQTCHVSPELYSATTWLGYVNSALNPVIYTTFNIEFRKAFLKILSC
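Cells plated overnight at 1500 cells/well, then exposed to library compounds with dopamine controls for 90 minutes at 37 degrees C. DiscoveRx reagent added for 30–60 minutes at room temperature; luminescence read, quantitative HTS format.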
* hit, by the source's call; i = inactive; u = inconclusive; x = not tested or not shown; & = joins results of further samples; [ ] = dose if it differs, or a comment. Unless noted, calls come from the whole dose curve; as a rule, active = well fitted curve in the direction sought with a large enough effect; inconclusive = small, poorly fitted or top-dose-only effect, or another doubt; inactive = no such curve, though single readings can be large; an effect the other way counts as inactive or inconclusive. Some of the compounds tested; rates above refer to the full screens.

Under each structure – DRD3 antagonist	aSyn rescue	Akt phos inh	Abeta rescue	GLP-1R inv ag	TDP-43 yeast inh	PTHR1 agonist	GLP1R ag	FUS yeast rescue
Cc1cc(=O)oc(C)c1C(=O)Nc1ccc(N(C)C)cc1
→ 0	5%	i	-6%	-8%	9%	i	2%	-1%
Nc1nnc(-c2ccco2)s1
→ -11	2%	i	-2%	29%	-18%	i	-1%	-6%
Cc1ccccc1NC(=O)C1CCN(c2cnccn2)CC1
→ u	-2%	i	0%	28%	24%	i	-6%	15%
Cc1ccc2cc(CN(CC3CCCO3)S(=O)(=O)c3ccc4c(c3)OCCO4)c(=O)[nH]c2c1C (configuration not stated)
→ -10	0%	i	32%	-6%	-2%	-16%[57.5 µM]	-4%	-7%
O=C(NNC(=O)c1ccccc1Br)c1cccs1
→ 3	-1%	i	9%	1%	-23%	i	6%	7%
COc1ccc(Cc2nnc(SCc3c(C)noc3C)n2C2CCCCC2)cc1OC
→ 2	1%	i	7%	-8%	4%	-35%[inhibitor][57.5 µM]	22%	25%
O=C1CCC(OCc2ccccc2)CCN1CC[C@@H](Sc1ccccc1)c1ccccc1 (some centres not stated)
→ 8	u	i	5%	u	-11%	i	0%	u
Cc1ccc(S(=O)(=O)Nc2ccccc2N2CCCCC2)cc1
→ 16	-12%	i	-18%	2.8µM*	-8%	-18%	1%	4%
COc1cc(C(C)=O)ccc1Oc1cnccn1
→ 2	0%	i	-7%	9%	21%[9.22 µM]	i	-2%	-4%
COc1ccccc1N(Cc1ccccc1)S(=O)(=O)c1cccc(C(=O)O)c1
→ -8	3%	i	8%	-8%	5%	i	-1%	-1%
CC(C)(C)c1ccc(CC(=O)N2CCC2(C)C(=O)NCc2ccc3c(c2)OCO3)cc1 (configuration not stated)
→ -17	u	i	5%	u	10%	-61%[inhibitor]	3%	34%
CCOc1cc(/C=C2\C(=O)N(CCc3ccc(OC)c(OC)c3)C(C)=C2C(=O)OC)ccc1O
→ 15	14%	i	-6%	11%	0%	-9%	2%	u
C=CCn1c2ccccc2c2nnc(SCCN3CCCCC3)nc21
→ u	-18%	i	-19%	-11%	-4%	-20%	-4%	13%
COC(=O)c1[nH]c2cc(OC)c(OC)cc2c1NC(=O)CN1C[C@H]2C[C@@H](C1)c1cccc(=O)n1C2
→ 18	-5%	i	-9%	3%	21%	i	-1%	1%
O=C(CN1CCC(c2nc3ccccc3s2)CC1)N1CCCCC1
→ 6	1%	i	0%	-13%	16%	-19%	0%	-35%

Under each structure – DRD3 antagonist	aSyn rescue	Akt phos inh	Abeta rescue	GLP-1R inv ag	TDP-43 yeast inh	PTHR1 agonist	GLP1R ag	FUS yeast rescue
CCOC(=O)c1cc(S(=O)(=O)N2CCN(c3ccccc3OC)CC2)cn1C
→ -21	5%	i	-3%	-20%	-4%	-9%	-2%	7%
Cc1ccc(/C=C/C(=O)Nc2ccc(S(=O)(=O)Nc3cc(C)nc(C)n3)cc2)cc1
→ 7	-7%	i	-21%	-11%	-12%	-18%	0%	11%
CCC(CC)C(=O)Nc1cccc(C(=O)NCc2ccco2)c1
→ -13	1%	i	8%	30%[activator]	-9%	-12%[57.5 µM]	0%	21%
CCn1c(C)nc2cc(C(=O)N/N=C/c3ccc(N4CCOCC4)cc3)ccc21
→ 12	-1%	i	-6%	-8%[7.66 µM]	12%[9.22 µM]	-26%	14%	19%
CN1CCN(C(=O)CCC(=O)c2ccc(F)cc2)CC1
→ 0	1%	i	12%	-9%	20%	-13%[57.5 µM]	2%	-5%
Clc1ccc(-c2ccc(C=Nc3ccc(N4CCOCC4)cc3)o2)c(Cl)c1
→ 8	u	i	-8%	u	-7%	-10%	2%	9%
CC(NS(=O)(=O)c1ccccc1)C(c1cccs1)N1CCN(C)CC1 (configuration not stated)
→ u	-5%	i	4%	-2%	-18%	-19%	-3%	1%
CC(=O)c1ccc(NC(=O)c2noc(C)c2[N+](=O)[O-])cc1
→ 7	0%	x	-14%	13%	12%	i	-2%	-22%
O=C(NCC1CCCO1)C1CCN(c2ccc(S(=O)(=O)N3CCCC3)cc2)CC1 (configuration not stated)
→ 29	-6%	i	0%	0%	-22%	-22%	-5%	10%
COc1ccc(C(CNC(=O)COc2ccc([N+](=O)[O-])cc2)N2CCCCC2)cc1 (configuration not stated)
→ -74*	0%	i	-9%	-38%	4%	i	1%	-6%
CCCCn1c(-c2ccc(OC)cc2)nc2c(=O)n(C)c(=O)[nH]c21
→ -8	-1%	i	-15%	11%	-1%	i	1%	-28%
CCOC(=O)C1=C(C)N(Cc2ccccc2)C(=O)NC1c1ccc(OC)cc1 (configuration not stated)
→ 9	-1%	i	1%	u	-7%	-81%[inhibitor]	-9%	17%
COc1cccc(C(=O)CN(C(=O)c2ccc(Cl)cc2Cl)N2C(=O)c3ccccc3C2=O)c1
→ 1	0%	i	1%	5%	-15%	i	-18%	x
COc1ccc(OCC(=O)C2CC2)c(C#N)c1
→ -20	-2%	i	-17%	8%	-16%	i	-2%	-1%
COc1ccc(OC)c(S(=O)(=O)NC(C)(C)C)c1
→ -27	-3%	i	-6%	0%	-20%	i	-12%	20%

Under each structure – DRD3 antagonist	aSyn rescue	Akt phos inh	Abeta rescue	GLP-1R inv ag	TDP-43 yeast inh	PTHR1 agonist	GLP1R ag	FUS yeast rescue
Cn1c(N)c(C(=O)COC(=O)Cc2ccc(Cl)cc2)c(=O)n(C)c1=O
→ 6	8%	i	2%	11%	12%	i	-1%	0%
O=C1CCC(=O)N1OCCCOc1ccc(Br)cc1Cl
→ 22	13%	i	11%	2%	u	-32%[inhibitor][57.5 µM]	15%	-10%
CCOc1cc(C(=S)N2CCCC2)ccc1OCC(=O)Nc1c(C)cc(C)cc1C
→ -55*	-4%	i	-14%	-28%	-10%	-10%[57.5 µM]	-2%	14%
CC(Sc1nnc(-c2ccc(C(C)(C)C)cc2)n1C)C(N)=O (configuration not stated)
→ -5	-4%	i	-24%	-14%	-18%	i	0%	12%
CC(=O)Nc1ccc(NC(=O)C2CCCN2C(=O)Nc2ccc(F)c([N+](=O)[O-])c2)cc1 (configuration not stated)
→ -12	-1%	i	4%	8%	-17%	-27%	8%	11%
CC1(C(=O)Nc2ccc3c(c2)OCCO3)CN(S(C)(=O)=O)CC(=O)N1CCCn1ccnc1 (configuration not stated)
→ 10	-3%	i	-11%	1%	11%	-22%	x	-8%
CCn1c(=O)c(C(=O)NCc2ccccc2Cl)c(O)c2ccccc21
→ 8	10%	i	-10%	9%	3%	-39%[inhibitor]	1%	-22%
Cc1ccc2[nH]c(C)c(CCNC(=O)C3CCCCC3C(=O)OCC(F)(F)F)c2c1 (configuration not stated)
→ 19	4%	i	-8%	u	20%	-28%	6%	35%
Nc1ccc(Nc2ccccc2)c(S(=O)(=O)O)c1
→ -25	0%	i	-4%	7%	-8%	i	1%	12%
Cc1nc2scc(C)n2c(=O)c1S(=O)(=O)NCc1ccccc1Cl
→ -8	-8%	i	-9%&-6%	5%&-1%	-8%&6%	-5%	2%	-11%&-22%
Cc1c(N=O)c(-c2ccccc2)n(O)[n+]1[O-]
→ -13	2%	i	-3%	-9%	21%	i	-3%	-26%
CN(C)S(=O)(=O)c1cccc(C(=O)N2CCN(Cc3ccccc3)CC2)c1
→ 21	2%	i	16%	-28%	16%	i	0%	-2%
COc1cc(NC(=S)NC(C)=O)ccc1NC(=O)C(C)C
→ 16	-3%	i	-5%	7%	-12%	i	0%	21%
c1ccc(CO/N=C(\c2ccc(C3CC3)nc2)C2CC2)cc1
→ 1	-11%	i	5%	7.9µM*	15%	-25%	-2%	-9%
CC(=O)Nc1cc(C(=O)N2CCN(C)CC2)ccc1Sc1ccc(C)cc1
→ 16	-15%	i	1%	36%[activator]	-26%	i	-5%	10%

Under each structure – DRD3 antagonist	aSyn rescue	Akt phos inh	Abeta rescue	GLP-1R inv ag	TDP-43 yeast inh	PTHR1 agonist	GLP1R ag	FUS yeast rescue
N#Cc1ccccc1OCC(=O)Nc1ccc(N2CCOCC2)cc1N1CCOCC1
→ 4	3%	i	4%	19%	-10%	-23%	-5%	11%
COc1ccc(OC)c(S(=O)(=O)Nc2cccc(-c3ccc(N4CCCCC4)nn3)c2)c1
→ x	x	x	-4%	-5%	9%	i	x	-18%
CCCCc1c(Cc2ccccc2)ncn1CCc1ccccc1OC
→ 0	-1%	i	-4%	u	0%	-84%[inhibitor]	-1%	19%
O=NC1=C(c2c(O)[nH]c3ccccc23)CCCC1
→ 14	-9%	i	8%	-6%	-1%	-11%[57.5 µM]	-4%	-18%
CCCCN(C(=O)c1cc2c(s1)CCC2)c1c(N)n(CC(C)C)c(=O)[nH]c1=O
→ -4	4%	i	5%	0%	0%	i	-17%	x
COc1ccc(NC(=O)c2cc(C3CCCCN3C(=O)Cc3ccc(N(C)C)cc3)on2)c(C)c1 (configuration not stated)
→ 8	-13%	x	12%	u	9%	-95%[inhibitor]	3%	u
CCCCC(=O)/C=C/n1c(=S)oc2ccccc21
→ -3	-14%	i	-18%	47%[activator]	-19%[0.397 µM]	-23%	20%	-14%

A portion taken from the entries so far:
Under each structure – DRD3 antagonist	aSyn rescue	Akt phos inh	Abeta rescue	GLP-1R inv ag	TDP-43 yeast inh	PTHR1 agonist	GLP1R ag	FUS yeast rescue
Cc1cc(=O)oc(C)c1C(=O)Nc1ccc(N(C)C)cc1
→ 0	5%	i	-6%	-8%	9%	i	2%	-1%
Nc1nnc(-c2ccco2)s1
→ -11	2%	i	-2%	29%	-18%	i	-1%	-6%
